RXFP1 agonist: RXFP1 (human) receptor agonism; Q9HBX9; HEK293T-RXFP1 cAMP TR-FRET, 30 min; response scale: percent of porcine relaxin response, buffer zero; Potency, µM (top dose mostly 57.5 µM), inactives show at the highest dose activation, usual class: activators; actives 0.3% (n = 370,000); AID 2676; further: on the % scale 0 is the no-effect control and ±100 the full control effect; nearly all actives have a fitted effect of over 60% in size; many of its hits are not listed in these tables
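cAMP rise read by TR-FRET after 30 min, 37C compound exposure (up to 58 uM) in RXFP1-transfected HEK293 cells with Ro 20174 present. EC50 from Hill-equation fits, with 29 nM porcine relaxin as 100% and buffer as basal.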
TrxR1 inh: inhibitors of rat thioredoxin reductase 1. actives 1% (n = 390,000). Potency, µM (highest dose often 114 µM), for the others: at the top dose activity change, negative = inhibition, most hits filed as inhibitors. O89049. recombinant rTrxR1, NADPH fluorescence consumption, selenite substrate. AID 588453; further: on the % scale 0 is the no-effect control and ±100 the full control effect; nearly all actives have a fitted effect of over 65% in size
Target sequence (O89049 whole entry, looked up): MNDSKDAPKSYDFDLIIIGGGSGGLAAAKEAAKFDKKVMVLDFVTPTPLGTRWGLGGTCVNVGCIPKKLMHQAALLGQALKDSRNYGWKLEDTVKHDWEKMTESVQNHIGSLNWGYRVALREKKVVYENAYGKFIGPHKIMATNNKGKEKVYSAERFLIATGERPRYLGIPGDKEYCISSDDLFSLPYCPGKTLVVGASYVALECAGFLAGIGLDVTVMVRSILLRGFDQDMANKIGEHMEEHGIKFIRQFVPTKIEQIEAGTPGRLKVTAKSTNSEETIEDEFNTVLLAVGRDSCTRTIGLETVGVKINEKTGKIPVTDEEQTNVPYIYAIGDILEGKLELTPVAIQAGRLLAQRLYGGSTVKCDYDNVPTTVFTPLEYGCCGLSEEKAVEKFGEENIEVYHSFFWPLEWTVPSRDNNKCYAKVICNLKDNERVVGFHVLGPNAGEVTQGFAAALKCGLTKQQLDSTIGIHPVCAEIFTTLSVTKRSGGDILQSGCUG
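Rat TrxR1 (90 nM in the dispensed reagent) was pre-reduced with 400 uM NADPH for 5 min at room temperature, then incubated with compound for 15 min. After 400 uM selenite was added, NADPH fluorescence (Ex 340/Em 450 nm) was followed for 8 min.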
12-LOX inh: ALOX12 (human) lipoxygenase inhibition | purified 12hLO, xylenol orange hydroperoxide absorbance | Potency, µM (series often up to 108 µM), inactives show at the highest dose activity change, negative = inhibition, usual class: inhibitors | AID 1671190 | P18054 | actives 1.1% (n = 580,000); further: on the % scale 0 is the no-effect control and ±100 the full control effect
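Hydroperoxide product was detected by ferrous iron/xylenol orange as the 573 to 405 nm absorbance ratio. Arachidonic acid at 40 uM (final) was turned over for 30 min at room temperature by 150 nM human 12hLO, pH 7.0 Hepes buffer, after 15 min compound preincubation.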
TrxR1 substrate: rat thioredoxin reductase 1 substrate activity; O89049; Potency, µM (doses to about 114 µM), inactives show top-dose activity change, negative = substrate turnover; actives 0.01% (n = 390,000); AID 588456; purified TrxR1 substrate turnover, NADPH consumption readout; further: on the % scale 0 is the no-effect control and ±100 the full control effect; nearly all actives have a fitted effect of over 50% in size
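Rat TrxR1, dispensed at 90 nM, was prereduced with 400 uM NADPH (final) for 5 min at ~22 deg C, then incubated with compound 15 min before 400 uM selenite. A first-read NADPH fluorescence drop versus no-compound background flagged substrates.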
USP1-UAF1 inh: blocks the human USP1/UAF1 deubiquitinase complex | recombinant USP1/UAF1, Ub-Rhodamine cleavage fluorescence | Potency, µM (doses to about 57.1 µM), for inactives: at the highest dose activity change, negative = inhibition, usual class: inhibitors | actives 0.23% (n = 390,000); further: on the % scale 0 is the no-effect control and ±100 the full control effect; nearly all actives have a fitted effect of over 60% in size; inactives centre near -12
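1 nM enzyme complex + cpd, 15 min RT; start with Ub-Rho 150nM final; kinetic fluorescence ex 480/em 540, 6 reads q60 s. Buffer 50mM HEPES pH 7.8, 0.5mM EDTA, 0.1 mg/ml BSA, 1mM TCEP, 0.01% Tween-20.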
Vif-A3F inh: blocks the Vif interaction with APOBEC3F | actives 0.2% (n = 390,000) | HeLa A3F-eYFP + Vif (tagged APOBEC3F with the HIV-1 protein that degrades it), YFP fluorescence increase | Potency, µM (highest dose often 46.1 µM), for the others: at the top dose activity, negative = active | AID 602313; further: % of control where 0% means no effect; nearly all actives have a fitted effect of over 65% in size
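Fluorescence increase (Ex 488/Em 500-530) after overnight compound treatment at 37 deg C flags inhibition of Vif-driven A3F-eYFP loss in stable HeLa A3F-eYFP/Vif cells seeded overnight beforehand.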
IDH1 R132H inh: blocks human mutant IDH1 R132H enzyme. O75874. IDH1-R132H enzyme, NADPH consumption, diaphorase/resazurin fluorescence. Potency, µM (series often up to 76.6 µM), without a hit: at the top dose activity change, negative = inhibition, actives largely listed as inhibitors. actives 0.093% (n = 390,000). AID 602179; further: on the % scale 0 is the no-effect control and ±100 the full control effect; nearly all actives have a fitted effect of over 65% in size
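IDH1-R132H (0.5 ug/mL dispensed) in pH 7.5 Tris buffer was preincubated 30 min with compound, then given a substrate mix of 0.016 mM NADPH and 2 mM alpha-KG for 80 min at room temperature; remaining NADPH was read by diaphorase/resazurin fluorescence.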
Vif-A3G inh: inhibitors of Vif-APOBEC3G interaction | Q9HC16 | HeLa A3G-eYFP + Vif (tagged APOBEC3G with the HIV-1 protein that degrades it), YFP fluorescence, overnight | Potency, µM (titrated, usually from 46.1 µM), for inactives: top-dose activity, negative = active, hits mostly inhibitors | actives 0.076% (n = 410,000);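 further: on the % scale 0 is the no-effect control and ±100 the full control effect; nearly all actives have a fitted effect of over 60% in size; hits raise eYFP signal because A3G escapes Vif-driven loss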
Target sequence (Q9HC16 whole entry, looked up): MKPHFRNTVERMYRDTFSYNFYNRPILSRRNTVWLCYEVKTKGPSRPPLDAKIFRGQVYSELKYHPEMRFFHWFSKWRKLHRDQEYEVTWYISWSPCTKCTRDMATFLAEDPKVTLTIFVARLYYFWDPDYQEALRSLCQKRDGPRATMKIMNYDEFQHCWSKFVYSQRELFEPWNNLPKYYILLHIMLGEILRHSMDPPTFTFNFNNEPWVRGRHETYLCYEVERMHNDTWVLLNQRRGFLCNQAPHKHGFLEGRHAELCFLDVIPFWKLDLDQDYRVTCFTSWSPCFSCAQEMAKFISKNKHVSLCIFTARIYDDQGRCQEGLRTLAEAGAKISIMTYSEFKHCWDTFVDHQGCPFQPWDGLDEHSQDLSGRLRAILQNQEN
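Read-out is eYFP fluorescence (Ex 488/Em 500-530) from Vif-expressing HeLa A3G-eYFP cells; more signal means A3G escaped Vif-mediated degradation. Cells plated overnight, compound pinned in, incubated overnight at 37 deg C.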
RGS4 inh: human RGS4 inhibition; P49798; Transcreener GDP fluorescence polarization, RGS4-accelerated GTP hydrolysis; Potency, µM (doses to about 114 µM), for the others: at the highest dose activity change, negative = inhibition, most hits filed as inhibitors; actives 0.039% (n = 390,000); further: on the % scale 0 is the no-effect control and ±100 the full control effect; nearly all actives have a fitted effect of over 75% in size; some results filed as inactive show a strong effect at the top dose
Target sequence (P49798 whole entry, looked up): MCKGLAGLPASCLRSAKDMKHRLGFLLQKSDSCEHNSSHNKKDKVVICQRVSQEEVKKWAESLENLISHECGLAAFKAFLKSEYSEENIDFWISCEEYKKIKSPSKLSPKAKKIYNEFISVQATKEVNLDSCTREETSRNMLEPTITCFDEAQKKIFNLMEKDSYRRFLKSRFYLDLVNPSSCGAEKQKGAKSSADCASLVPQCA
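MLSMR compounds (23 nl, pin-transferred) preincubated 10 min at room temperature with a 500nM (2x) first reagent, then RGS4 at 900nM (2x) plus Transcreener GDP mix added; fluorescence polarization (620/688 nm) read before and after 90 min at 30 °C.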
Starred values were filed as active, the others as inactive; ? = inconclusive; / = not tested or not shown; [ ] = another dose, or the depositor's remark. The call rests on the fitted dose curve; in most records, active means well fitted curve in the direction sought with a large enough effect; inconclusive means small, poorly fitted or top-dose-only effect, or another doubt; inactive means no such curve, though single readings can be large; an effect the other way counts as inactive or inconclusive. Potency means the concentration at half of the fitted maximal effect. An excerpt; count on the stated rates, not on these rows.

SMILES	RXFP1 agonist	TrxR1 inh	12-LOX inh	TrxR1 substrate	USP1-UAF1 inh	Vif-A3F inh	IDH1 R132H inh	Vif-A3G inh	RGS4 inh
COc1ccc(C(CNC(=O)CSc2ccccc2C)N(C)C)cc1 (stereo not given)	-1.3%	16.1%	14.6%	5.5%	-0.4%	0.7%	0.0%	-6.1%	15.6%
O=C(CCCN1C(=O)c2cccc3cccc(c23)C1=O)NCCN1CCOCC1	25.6%	6.9%[57.1 µM]	8.1%	16.0%[57.1 µM]	-8.1%	6.1%	0.0%	0.4%	9.5%
Cc1cc(C)cc(NC(=O)c2cc(C)nn2C)c1	2.3%	0.7%[57.1 µM]	-0.6%	7.9%[57.1 µM]	-10.4%	-5.3%	2.2%	1.6%	-18.2%
Cc1nn2cc(-c3ccc(Cl)cc3)cnc2c1Cl	3.8%	28.8%	0.0%	5.2%	-4.6%	-14.7%	9.5%	-0.2%	23.7%
Cc1c2cnn(-c3ccccc3)c(=O)c2c(C)n1CC(=O)NCc1ccccc1Br	2.1%	-6.1%	-23.0%	-5.0%	-10.9%	/	/	/	-10.2%
CCCCc1ccc(NS(=O)(=O)c2ccc(N3CCCCS3(=O)=O)cc2)cc1	2.3%	10.9%[57.1 µM]	?	-2.9%[57.1 µM]	-6.9%	-4.7%	-16.0%	1.1%	-1.6%
C=C(c1ccccc1)c1ccc(N(C)C)cc1	1.0%	15.2%	?	9.9%	-13.7%	-9.4%	17.6%	-9.8%	-13.0%[56.9 µM]
Cc1cccc(N2CCN(c3ncnc4c3nc3n4CCCCC3)CC2C)c1 (stereo not given)	4.5%	17.8%	0.7%	3.0%	?	2.3%	0.0%	-18.6%	-10.1%
CSc1ccc(CCNC(=O)Cn2ccc3cc(S(=O)(=O)N4CCCCCC4)ccc32)cc1	1.0%	17.3%	-22.3%	2.4%	3.6%	-8.3%	-3.2%	-2.3%	-10.2%
Cc1ccc(N2C(S)=C(C#N)C(=O)NC2c2cccs2)cc1 (stereo not given)	-2.3%	-14.7%	?	-4.5%	-11.9%	-18.1%	52.1µM*	-0.1%	?
COc1ccc(CN2C(=NC(=O)c3ccccc3)SC3CS(=O)(=O)CC32)cc1 (stereo not given)	0.9%	-1.5%	1.1%	-8.8%	-1.5%	-3.1%	-7.5%	3.5%	23.2%
CN(C(=O)COC(=O)c1cccnc1Cl)C1CCCCC1	/	-10.4%	-0.4%	9.1%[57.1 µM]	-3.3%	4.6%	4.9%	2.1%	-1.9%
O=C(O)C(CCc1ccccn1)c1ccccc1 (stereo not given)	/	-4.1%	-3.6%	?	?	-0.6%	-5.4%	1.4%	16.2%
CCC/C(=N/NC(=O)c1cccc(Cl)c1)c1ccccc1	0.2%	-11.4%	22.3%	-4.9%	-16.7%	-3.7%	1.5%	1.4%	-3.3%
Nc1nc(Nc2ccccc2F)nc(N2CCOCC2)c1[N+](=O)[O-]	0.2%	-8.6%[57.1 µM]	?	-1.8%[57.1 µM]	-3.6%	-18.3%	1.7%	-4.8%	-6.6%
CCCc1cc(=O)oc2cc(OCC(=O)NCC3CCC(C(=O)O)CC3)ccc12 (stereo not given)	2.1%	11.8%[57.1 µM]	4.3%	31.3%[activator][57.1 µM]	-14.8%	-8.4%	13.3%	1.0%	-30.6%
COC(=O)c1ccc(Cl)c(NC(=O)CN2CCOCC2)c1	1.5%	10.4%	7.9%	0.9%	-3.6%	-4.4%	0.8%	2.6%	8.7%
CCn1c(COc2c(C)cccc2C)nnc1SCc1nc2ccccc2c(=O)[nH]1	2.0%	3.5%	-2.9%	-6.8%	-11.4%	0.2%	-5.5%	2.2%	-15.1%
COc1ccccc1C1C2=C(COC2=O)Nc2cc3c(cc21)OCO3 (stereo not given)	3.2%	5.7%	-8.8%	-1.5%	-14.4%	1.8%	2.1%	-2.5%	-7.7%
Cc1nnc(NC(=O)c2ccccc2NC(=O)c2ccccc2)s1	0.7%	16.1%	0.0%	16.7%	-25.0%	-1.5%	-0.4%	-3.1%	-36.2%
COc1cccc(C(=O)Nc2ccc(NC(C)=O)cn2)c1	-2.2%	-12.0%	38.1%[activator]	-10.0%	-14.7%	-4.7%	1.8%	1.9%	-12.4%
CSc1ncc(C(=O)Nc2ccccc2C(=O)c2ccccc2)c(C(F)(F)F)n1	-0.5%	-0.9%	-14.8%	-0.7%	-16.0%	0.9%	1.5%	-4.0%	1.0%
Cc1ccc(CNC(=O)COC(=O)c2ccc(S(=O)(=O)N3CCCC3)cc2)cc1	1.9%	-7.3%	72.8%[activator]	-3.9%	9.3%	-4.0%	-6.4%	2.7%	3.2%
Cc1c(C(=O)Nc2nc3ccccc3[nH]2)oc2ccccc12	-0.7%	2.4%	-12.6%	-3.2%	-22.0%	1.4%	6.6%	-11.5%	-24.9%
Cc1cccc(-n2ncc3c(NCc4cccnc4)ncnc32)c1	0.0%	17.8%	20.6%	16.2%	-21.8%	-3.6%	-7.1%	-5.4%	8.2%
CN(C)/C=N/C(=S)Nc1ccc(Cl)c(Cl)c1	2.4%	10.7%[57.1 µM]	?	-17.7%[57.1 µM]	-7.3%	-10.7%	6.8%	0.9%	?
Nc1nnc(SCC(=O)Nc2nccs2)s1	1.0%	17.6%	-6.8%	2.7%	-11.6%	0.9%	5.8%	-3.2%	12.8%
C#CCOCCOCCOCCNc1nc(N2CCN(C(=O)Cn3cc(CCCCN)nn3)CC2)nc(N2CCN(C(=O)[C@H]([C@@H](C)CC)n3cc(CCCCN)nn3)CC2)n1	0.8%	?	?	6.4%	-12.5%	1.3%	-2.9%	-2.6%	5.9%
CCc1nc2ccc(C(=O)NCc3ccco3)cc2nc1CC	2.7%	?	61.0%[activator]	0.8%	-6.2%	3.9%	1.0%	-3.3%	9.8%
Cc1cc(-c2ccc(S(=O)(=O)Nc3ccc(Br)c(C)c3)s2)on1	1.0%	12.2%[57.1 µM]	?	5.0%[57.1 µM]	12.9%	-2.4%	0.0%	-17.4%	-25.7%

A draw from above in order of count of non-hydrogen atoms, high to low:
SMILES	RXFP1 agonist	TrxR1 inh	12-LOX inh	TrxR1 substrate	USP1-UAF1 inh	Vif-A3F inh	IDH1 R132H inh	Vif-A3G inh	RGS4 inh
CCCc1cc(=O)oc2cc(OCC(=O)NCC3CCC(C(=O)O)CC3)ccc12 (stereo not given)	2.1%	11.8%[57.1 µM]	4.3%	31.3%[activator][57.1 µM]	-14.8%	-8.4%	13.3%	1.0%	-30.6%
COc1ccc(CN2C(=NC(=O)c3ccccc3)SC3CS(=O)(=O)CC32)cc1 (stereo not given)	0.9%	-1.5%	1.1%	-8.8%	-1.5%	-3.1%	-7.5%	3.5%	23.2%
COc1cccc(C(=O)Nc2ccc(NC(C)=O)cn2)c1	-2.2%	-12.0%	38.1%[activator]	-10.0%	-14.7%	-4.7%	1.8%	1.9%	-12.4%

Following part:
SMILES	RXFP1 agonist	TrxR1 inh	12-LOX inh	TrxR1 substrate	USP1-UAF1 inh	Vif-A3F inh	IDH1 R132H inh	Vif-A3G inh	RGS4 inh
CC(=O)Nc1ccc(NC(=O)[C@@H](NC(=O)c2ccccc2F)C(C)C)cc1	-0.1%	19.5%	14.1%	6.5%	-18.1%	3.4%	0.0%	-9.0%	-18.5%
O=C1C=C(NCc2ccc(Cl)c(Cl)c2)C2(CCCCC2)O1	0.1%	15.9%[57.1 µM]	0.0%	9.1%[57.1 µM]	-14.5%	6.5%	1.9%	-5.7%	-39.5%
CC1(NC(=O)c2cccc(S(=O)(=O)N3CCN(c4ccccc4)CC3)c2)CCS(=O)(=O)C1 (stereo not given)	-0.2%	-1.9%	11.4%	-6.9%	-5.5%	-12.7%	8.9%	-1.4%	19.1%
Nn1cnnc1SCC(=O)Nc1ccc2c(c1)OCCO2	0.5%	27.4%	3.3%	8.0%	10.1%	0.1%	2.2%	0.3%	11.1%
CCSC(=O)N1c2ccc(OC)cc2C=CC1C#N (stereo not given)	/	-8.1%[11.4 µM]	-8.6%	12.0%[57.1 µM]	-9.5%	-5.9%	-1.9%	-46.6%	1.0%
COc1ccc(C(CNC(=O)CCNS(=O)(=O)c2ccc(C)cc2)N2CCOCC2)cc1 (stereo not given)	0.0%	-4.6%[57.1 µM]	-25.3%	-2.6%[57.1 µM]	-18.7%	?	-2.2%	0.3%	-20.9%
COc1ccccc1C(=O)N1[C@@H](C(C)C)COc2cc(Br)ccc2S1(=O)=O	/	19.2%	?	4.3%	-22.7%	7.2%	-3.0%	0.0%	-15.0%
COc1ccc(NC(=O)CCOc2ccccc2)cc1	-0.1%	-8.3%[57.1 µM]	0.0%	6.3%[57.1 µM]	-0.3%	-3.4%	0.7%	-2.7%	-5.7%
CC1(OC(=O)C2CCCC2)C(=O)C=C2C=C(c3ccsc3)OC=C2C1=O (stereo not given)	1.8%	-33.4%	7.94µM*	-6.2%	?	4.2%	-1.8%[38.3 µM]	0.4%	-51.6%
O=C(CC1C(=O)NCCN1Cc1c(F)cccc1Cl)NCCc1ccccn1 (stereo not given)	1.7%	18.2%	-2.6%	5.8%	-22.4%	-1.1%	8.0%	0.8%	8.9%
Cc1ccc(C(=O)N2CCCCC2)cc1S(=O)(=O)N1CCOCC1	0.6%	-0.4%	-1.2%	-2.7%	-16.3%	-1.8%	3.3%	1.7%	7.1%
Cc1cccc(C(=O)Nc2ccc(C(=O)Nc3ccc(O)cc3)cc2)c1	-2.2%	7.2%	41.7%	7.7%	-2.0%	0.9%	-6.6%	-2.4%	-16.9%
